# p53null 32C kill = kills p53 null cells at the permissive temperature; 0.62% of 55,000 active; H1299-neo p53 null cells, ATP luminescence, 24 h, 32C; Potency, µM (top dose mostly 46.1 µM), inactives show top-dose activity change, negative = cytotoxicity, most hits filed as cytotoxic;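 note: potency is the fitted concentration of half-maximal effect; 0% = DMSO only and -100% = full killing by 100 µM tamoxifen; nearly all actives have a fitted effect of over 55% in size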
#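 H1299-neo, 600 cells/well; overnight 37C; cpd up to 46 uM, 24 h at 32C; ATPlite luminescence after 20 min RT; normalized to DMSO (0%) and tamoxifen 100 uM (100% kill); Hill-fit AC50.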
# FH mod = Identification of activators of human fumarate hydratase by quantitative high-throughput screening; Fumarate hydratase, mitochondrial (Homo sapiens), P07954; FH coupled MDH/diaphorase resazurin fluorescence, 15 min; Potency, µM (doses to about 79.9 µM), inactives show at the highest dose activity change, negative = inhibition, actives largely listed as inhibitors; 0.22% of 54,000 active; note: potency is the fitted concentration of half-maximal effect; % is set by controls: 0 for no effect and ±100 for the full control effect; the screen sought activators but most active calls are inhibition curves; nearly all actives have a fitted effect of over 45% in size
# GALK inh = inhibitors of human galactokinase (GALK); recombinant GALK, Kinase-Glo ATP luminescence, 1 h; Potency, µM (series often up to 57.5 µM), for inactives: at the highest dose activity, negative = inhibition, most hits filed as inhibitors; 44,000 tested, under 10 active; AID 1347072;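 note: plate controls were full GALK reaction for no effect and reaction lacking GALK for full effect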
# Target sequence (P51570 whole entry, looked up): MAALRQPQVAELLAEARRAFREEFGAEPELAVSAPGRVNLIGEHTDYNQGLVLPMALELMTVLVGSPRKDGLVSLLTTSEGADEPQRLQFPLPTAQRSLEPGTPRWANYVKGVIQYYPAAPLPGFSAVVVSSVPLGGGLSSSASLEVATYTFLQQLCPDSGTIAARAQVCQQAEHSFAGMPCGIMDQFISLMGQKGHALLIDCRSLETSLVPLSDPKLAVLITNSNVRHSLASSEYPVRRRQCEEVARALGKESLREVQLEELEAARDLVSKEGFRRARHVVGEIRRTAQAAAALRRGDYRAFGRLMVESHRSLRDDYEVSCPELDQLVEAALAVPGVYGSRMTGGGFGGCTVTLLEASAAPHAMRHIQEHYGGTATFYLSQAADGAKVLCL
#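 Human GALK (5 nM) was incubated with 35 uM ATP and 100 uM galactose in 20 mM HEPES pH 8.0 with MgCl2, NaCl, DTT and BSA for 1 h at room temperature. Remaining ATP was measured by Kinase-Glo Plus luminescence.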
# p53null 39C kill = selectivity test: cytotoxicity in p53 null cells, nonpermissive temperature | 0.97% of 55,000 active | Potency, µM (doses to about 46.1 µM), inactives show at the highest dose activity, negative = cell killing, actives largely listed as cytotoxic | H1299 p53-null (neo) cells, 39C, ATPlite viability, 24 h | AID 904;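 note: potency is the fitted concentration of half-maximal effect; 0% = DMSO only and -100% = full killing by 100 µM tamoxifen; nearly all actives have a fitted effect of over 50% in size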
#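 H1299 lung cancer cells, p53-null (H1299-neo) or expressing p53 A138V (H1299-p53A138V), were plated overnight at 37C, then exposed to compounds at up to 46 uM for 24 hr at 39C. Viability was read by ATP-based luminescence.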
# B2AR arrestin ag = beta-arrestin recruitment by human beta2-adrenergic receptor ligands; HTLA Tango cells, beta-arrestin recruitment, luciferase luminescence, 18 h; Potency, µM (series often up to 46.1 µM), for inactives: at the highest dose activation, usual class: activators; 44,000 tested, under 10 active; P07550; AID 1347077;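 note: potency is the fitted concentration of half-maximal effect; 0% = DMSO and full agonism = EC100 isoproterenol or metaproterenol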
#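 Tango cells (recombinant beta2-AR, beta-arrestin, tTA-driven luciferase), 1500/well in DMEM 1% FBS, treated 18 h at 37 °C with compounds up to 46 µM; luciferin mix added, luminescence read after 15 min; %activity curves fitted and curve-classed.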
# NTMT1 inh = blocks human N-terminal methyltransferase 1 activity; Q9BV86; NTMT1 MTase-Glo SAH luminescence, purified enzyme; Potency, µM (series often up to 114 µM), inactives show at the top dose activity change, negative = inhibition, usual class: inhibitors; 2.5% of 59,000 active; AID 1645870;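 note: potency is the fitted concentration of half-maximal effect; plate controls were DMSO vehicle for no effect and no enzyme for full effect; nearly all actives have a fitted effect of over 65% in size; many of its hits are not listed in these tables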
# Target sequence (Q9BV86 whole entry, looked up): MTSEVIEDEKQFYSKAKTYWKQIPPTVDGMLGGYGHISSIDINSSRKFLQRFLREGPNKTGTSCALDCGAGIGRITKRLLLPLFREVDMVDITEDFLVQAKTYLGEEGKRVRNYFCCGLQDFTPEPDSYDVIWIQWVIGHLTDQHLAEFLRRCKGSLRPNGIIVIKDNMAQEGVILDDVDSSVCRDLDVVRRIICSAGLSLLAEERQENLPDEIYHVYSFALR
# PTAP-TSG101 blk = blocks PTAP binding to human TSG101, validation | Q99816 | Fluorescence polarization, FITC-PTAP peptide/Tsg101, 20 min | Potency, µM (highest dose often 115 µM), for inactives: at the highest dose activity change, negative = inhibition, usual class: inhibitors | 44,000 tested, under 10 active; note: potency is the fitted concentration of half-maximal effect; 0% is about no effect
#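 Fluorescence polarization: Tsg101 binding domain (10 uM final) in 10 mM HEPES pH 7.5, 0.15 M NaCl, 0.01% Tween 20, 3 mM EDTA, 0.1 mM TCEP; compounds pinned; FITC-PTAP peptide 50 nM final; 20 min, r.t.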
# Numbers without * were called inactive; ? = inconclusive; [ ] = remark or other dose. Calls come from the whole dose curve; as a rule, active = well fitted curve in the direction sought with a large enough effect; inconclusive = small, poorly fitted or top-dose-only effect, or another doubt; inactive = no such curve, though single readings can be large; an effect the other way counts as inactive or inconclusive. A portion of the library; the hit share may differ from the screen's.
# Each structure is followed by: p53null 32C kill, FH mod, GALK inh, p53null 39C kill, B2AR arrestin ag, NTMT1 inh, PTAP-TSG101 blk
- CCc1ccccc1NC(=O)c1cccn(Cc2ccccc2F)c1=O
  ?, 3%, -2%, -13%, 0%, -3%, 0%
- CCCC12CN3CC(C)(CN(C1)C3c1c(C)[nH]c(=O)[nH]c1=O)C2=O (configuration not stated)
  1%, -4%, -3%, -17%, -1%, 18%, 4%
- Cc1nnc(NC(=O)c2cccn(Cc3ccc(Cl)cc3)c2=O)s1
  -2%, 3%, -1%, 5%, 0%, 4%, -6%
- O=C(Nc1ccc(Br)cc1)c1cccc(S(=O)(=O)N2CCc3ccccc32)c1
  29%, ?, -19%, ?, 0%, 12%, 0%
- CCOc1ccc(NC(=O)c2cccn(Cc3cccc(Cl)c3)c2=O)cc1
  40%[activator], -18%, 2%, 7%, 0%, 8%, -1%
- Cc1oc(-c2ccccc2F)nc1CS(=O)(=O)CC(=O)N1CCN(c2cccc(C(F)(F)F)c2)CC1
  ?, -22%, 0%, ?, 0%, -2%, -3%
- CCCCc1nn2c(=O)cc(COC(=O)Cc3ccccc3)nc2s1
  2%, 3%, 1%, -5%, 2%, -3%, 1%
- O=C(Nc1ccon1)c1cccn(Cc2cccc(Cl)c2)c1=O
  5%, -2%, 5%, 14%, 0%, 11%, -3%
- Cc1oc(-c2ccc(Cl)cc2)nc1CN1CCC(C(=O)NCCCN2CCN(c3cccc(Cl)c3)CC2)CC1
  -5%, ?, 8%, 25µM*, 0%, 79µM*, 1%
- O=C(NCc1ccccc1)N1CCc2c(sc3c2CCCC3)C1c1ccccc1 (configuration not stated)
  27%, -11%, -4%, ?, 0%, 24%, -4%
- N#Cc1cccc(NC(=O)c2sc3nc4c(cc3c2N)N2CCC4CC2)c1
  -14%, -21%, 0%, 0%, 1%, -20%, 0%
- Cc1cccc(Cn2cccc(C(=O)Nc3nc4ccccc4s3)c2=O)c1
  -8%, -4%, 0%, 7%, -4%, 8%, 0%
- Cc1cc(NC(=O)CSc2nc3c([nH]c4ccccc43)c(=O)n2-c2ccc(Cl)cc2)no1
  -10%, 8%, -7%, -4%, 6%, 20%, 0%
- Cc1cccc(-n2c(/C=C/c3cccc4ccccc34)nc3ccccc3c2=O)c1
  -10%, -18%, 1%, 6%, 0%, -3%, -6%
- COc1ccc(OCC(=O)N2CCN(Cc3cc(=O)n4nc(-c5ccc(OC)cc5)sc4n3)CC2)cc1
  -3%, -7%, 2%, -13%, 0%, -2%, -2%

# Structures above with four or more nitrogen atoms (6):
# Each structure is followed by: p53null 32C kill, FH mod, GALK inh, p53null 39C kill, B2AR arrestin ag, NTMT1 inh, PTAP-TSG101 blk
- CCCC12CN3CC(C)(CN(C1)C3c1c(C)[nH]c(=O)[nH]c1=O)C2=O (configuration not stated)
  1%, -4%, -3%, -17%, -1%, 18%, 4%
- Cc1nnc(NC(=O)c2cccn(Cc3ccc(Cl)cc3)c2=O)s1
  -2%, 3%, -1%, 5%, 0%, 4%, -6%
- Cc1oc(-c2ccc(Cl)cc2)nc1CN1CCC(C(=O)NCCCN2CCN(c3cccc(Cl)c3)CC2)CC1
  -5%, ?, 8%, 25µM*, 0%, 79µM*, 1%
- N#Cc1cccc(NC(=O)c2sc3nc4c(cc3c2N)N2CCC4CC2)c1
  -14%, -21%, 0%, 0%, 1%, -20%, 0%
- Cc1cc(NC(=O)CSc2nc3c([nH]c4ccccc43)c(=O)n2-c2ccc(Cl)cc2)no1
  -10%, 8%, -7%, -4%, 6%, 20%, 0%
- COc1ccc(OCC(=O)N2CCN(Cc3cc(=O)n4nc(-c5ccc(OC)cc5)sc4n3)CC2)cc1
  -3%, -7%, 2%, -13%, 0%, -2%, -2%

# Looked up by structure from the entries so far, 2 records:
# Each structure is followed by: p53null 32C kill, FH mod, GALK inh, p53null 39C kill, B2AR arrestin ag, NTMT1 inh, PTAP-TSG101 blk
- CCCC12CN3CC(C)(CN(C1)C3c1c(C)[nH]c(=O)[nH]c1=O)C2=O (configuration not stated)
  1%, -4%, -3%, -17%, -1%, 18%, 4%
- CCc1ccccc1NC(=O)c1cccn(Cc2ccccc2F)c1=O
  ?, 3%, -2%, -13%, 0%, -3%, 0%

# More records follow.
# Each structure is followed by: p53null 32C kill, FH mod, GALK inh, p53null 39C kill, B2AR arrestin ag, NTMT1 inh, PTAP-TSG101 blk
- Cc1ccc(NC(=O)CN2C(=O)CN=C(c3ccccc3)c3ccccc32)cc1Cl
  40%[activator], ?, 1%, 27%, 4%, -2%, -9%
- Cc1cccc(-n2c(/C=C/c3ccccc3O)nc3ccccc3c2=O)c1
  -13%, -1%, -1%, 50%[activator], 0%, -1%, -2%
- CCCC12CN3CC(CCC)(CN(C1)C3c1ccccn1)C2=O (configuration not stated)
  -10%, 18%, 1%, -6%, -2%, 15%, 0%
- Cc1ccc(OCC(=O)Nc2ccc(Cl)cc2C(=O)c2ccccc2)c(Br)c1
  1%, -20%, 2%, 20%, 0%, 0%, 0%
